# PLK1 PBD inh: blocks phosphopeptide binding to human PLK1 polo-box domain; P53350; Plk1 PBD binding of FITC phosphopeptide, fluorescence polarization; Potency, µM, for inactives: max response, negative = inhibition, most hits filed as inhibitors; 360,000 tested, 2.8% active; AID 720504; also: potency is read from the fitted curve at half-maximal effect; series mostly up to about 57 µM; % is scaled to controls: 0 for no effect and ±100 for the full control effect; nearly all actives have a fitted effect of over 65% in size
# WRN inhibitor: inhibitors of human WRN helicase | Q14191 | 360,000 tested, 0.46% active | Potency, µM (series often up to 114 µM), without a hit: top-dose activity change, negative = inhibition, actives largely listed as inhibitors | WRN helicase unwinding, fluorescent forked duplex, kinetic | AID 651768; also: potency is read from the fitted curve at half-maximal effect; % is scaled to controls: 0 for no effect and ±100 for the full control effect; nearly all actives have a fitted effect of over 55% in size
# Target sequence (Q14191 whole entry, looked up): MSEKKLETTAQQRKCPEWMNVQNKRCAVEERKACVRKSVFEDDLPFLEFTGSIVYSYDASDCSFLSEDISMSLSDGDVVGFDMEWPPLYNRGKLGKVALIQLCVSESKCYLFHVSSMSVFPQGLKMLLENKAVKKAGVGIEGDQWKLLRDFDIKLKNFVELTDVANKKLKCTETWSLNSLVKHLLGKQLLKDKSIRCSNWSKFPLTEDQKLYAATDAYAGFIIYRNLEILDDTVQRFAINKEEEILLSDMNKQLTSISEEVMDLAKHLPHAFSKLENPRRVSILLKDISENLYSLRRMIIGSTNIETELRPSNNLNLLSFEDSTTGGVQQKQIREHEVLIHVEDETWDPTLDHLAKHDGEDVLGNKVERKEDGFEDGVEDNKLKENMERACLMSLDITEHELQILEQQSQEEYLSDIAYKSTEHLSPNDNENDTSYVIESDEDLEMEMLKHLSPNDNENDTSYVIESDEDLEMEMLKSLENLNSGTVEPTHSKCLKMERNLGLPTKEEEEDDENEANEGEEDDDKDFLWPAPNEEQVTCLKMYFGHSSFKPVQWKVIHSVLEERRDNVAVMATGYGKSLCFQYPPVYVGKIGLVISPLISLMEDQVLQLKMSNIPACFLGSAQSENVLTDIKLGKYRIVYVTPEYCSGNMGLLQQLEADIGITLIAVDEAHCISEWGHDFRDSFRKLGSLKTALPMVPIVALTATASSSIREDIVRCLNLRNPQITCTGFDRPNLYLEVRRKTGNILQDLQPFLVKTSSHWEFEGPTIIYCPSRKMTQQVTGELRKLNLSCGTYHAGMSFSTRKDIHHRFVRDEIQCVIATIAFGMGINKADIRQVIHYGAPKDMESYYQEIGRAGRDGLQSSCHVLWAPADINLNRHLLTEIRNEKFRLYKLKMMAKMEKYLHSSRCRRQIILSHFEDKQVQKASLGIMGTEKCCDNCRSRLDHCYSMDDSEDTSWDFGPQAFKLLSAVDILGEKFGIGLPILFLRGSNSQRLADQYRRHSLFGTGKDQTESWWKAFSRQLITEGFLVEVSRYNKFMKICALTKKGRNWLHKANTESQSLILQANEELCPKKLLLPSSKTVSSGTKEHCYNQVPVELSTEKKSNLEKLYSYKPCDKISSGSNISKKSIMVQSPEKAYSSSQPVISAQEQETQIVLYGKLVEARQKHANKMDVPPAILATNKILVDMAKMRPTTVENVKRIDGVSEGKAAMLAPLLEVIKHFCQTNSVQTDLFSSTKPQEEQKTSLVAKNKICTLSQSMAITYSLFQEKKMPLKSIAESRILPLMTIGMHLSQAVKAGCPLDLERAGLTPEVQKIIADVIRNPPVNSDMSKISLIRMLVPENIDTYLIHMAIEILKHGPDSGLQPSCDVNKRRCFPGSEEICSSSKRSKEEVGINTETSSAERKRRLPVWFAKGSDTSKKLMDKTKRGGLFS
#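 Kinetic red-fluorescence monitoring (525/598 nm) tracks WRN helicase activity after 100 nM fluorophore-quencher forked duplex and 2 mM ATP are added to 20 nM enzyme pretreated 15 min at room temperature with compound.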
# EPAC1 antagonist: EPAC1 (human) antagonism; O95398; EPAC1 GEF assay, Rap1b-BODIPY-GDP exchange fluorescence; Potency, µM (titrated, usually from 115 µM), for inactives: at the top dose activity change, negative = inhibition, hits mostly inhibitors; 360,000 tested, 0.14% active;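 also: potency is read from the fitted curve at half-maximal effect; plate controls were vehicle for no effect and positive control for full effect; nearly all actives have a fitted effect of over 50% in size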
# FUS yeast rescue: FUS proteinopathy suppression in yeast; S. cerevisiae FUS-expressing, growth rescue, OD600, 24 h; Potency, µM (titrated, usually from 76.6 µM), without a hit: at the highest dose growth rescue (activation), usual class: activators; 390,000 tested, 0.24% active; AID 1347120;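 also: potency is read from the fitted curve at half-maximal effect; plate controls were DMSO vehicle for no effect and reference control for full effect; nearly all actives have a fitted effect of over 55% in size; some results filed as inactive show a strong effect at the top dose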
#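 FUS-expressing yeast, raffinose-pregrown, induced in 2% galactose minimal medium at OD 0.005; compounds in a dilution series, 24hr at 30C. Growth restoration read as absorbance at 600 nm. CP55940 positive control, DMSO negative.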
# PI5P4K alpha inh: PI5P4K alpha (human) kinase inhibition; P48426; PI5P4Kalpha enzyme, ADP-Glo luminescence, 60 min; active compounds read low; max response, %; 330,000 tested, 1.2% active; AID 652105; active = max response of -50% or lower; inconclusive = between -30% and -50%; inactive = -30% or higher; also: value at the top dose of about 77 µM; % is scaled to controls: 0 for no effect and ±100 for the full control effect
#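 Quantitative HTS of the MLSMR library against PI5P4Kalpha with substrate. ATP added last at 5 microM final; room temperature, 60 minutes. Remaining ATP depleted, ADP converted and read as luminescence.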
# EPAC1 agonist: agonists of human EPAC1. O95398. EPAC1 agonist qHTS, biochemical assay; response scale: 100% = response to 6.5 mM cAMP. Potency, µM (highest dose often 154 µM), for the others: at the highest dose activation, usual class: activators. 360,000 tested, 0.073% active. AID 720707; also: potency is read from the fitted curve at half-maximal effect; nearly all actives have a fitted effect of over 60% in size
#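 Nucleotide exchange assay: 100 nM EPAC1 with 250 nM Rap1B loaded with BODIPY-GDP and 50 uM GDP, room temperature. Fluorescence (480/540 nm) read every 5 min for 30 min; signal change normalized to 6.5 mM cAMP as full agonist.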
# IL-2 act: IL-2 activation; IL-2 activation reporter assay, cell-based qHTS; stimulated with anti-CD3/CD4/CD28 beads; in transgenic mouse T cells; activation, % (series mostly up to about 46 µM); 360,000 tested, 0.065% active; AID 652025; in the data active = activation above about 50%; inconclusive = mostly about 30% to 49%; also: 0% is about no effect
#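 Unstimulated transgenic mouse T cells preincubated 60 min with compound, then stimulated with anti-CD3/anti-CD4-coated beads plus anti-CD28 for 18 h at 37 degrees C. IL-2 response read as EGFP and DsRed fluorescence by plate cytometry.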
# Abeta yeast res: compounds reversing amyloid beta toxicity in yeast; Potency, µM (highest dose often 46.1 µM), inactives show at the highest dose growth rescue, most hits filed as activators; yeast expressing A-beta42, growth rescue, OD600, 48 h; response scale: 0% DMSO, 100% iron-clioquinol control; 410,000 tested, 0.063% active; AID 1347071; also: potency is read from the fitted curve at half-maximal effect; nearly all actives have a fitted effect of over 55% in size
#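 Growth rescue measured by 600 nm absorbance after 48 h yeast culture at 30 C with compound. Values normalized between DMSO and an equimolar ferric chloride plus clioquinol control.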
# Starred values were filed as active, the others as inactive; ? = inconclusive; / = no result given; & = joins results of further samples; [ ] = remark or other dose. Unless noted, calls follow the shape of the dose curve; as a rule, active = well fitted curve in the direction sought with a large enough effect; inconclusive = small, poorly fitted or top-dose-only effect, or another doubt; inactive = no such curve, though single readings can be large; an effect the other way counts as inactive or inconclusive.
SMILES,PLK1 PBD inh,WRN inhibitor,EPAC1 antagonist,FUS yeast rescue,PI5P4K alpha inh,EPAC1 agonist,IL-2 act,Abeta yeast res
COP1(=O)C=C[C@H](N(Cc2ccccc2)S(=O)(=O)c2ccccc2[N+](=O)[O-])[C@@H](C)O1 (stereo not given in full),-2%,8%,-14%,16%,2,-10%,-0.1,-3%
Cc1ccc(Nc2nnc(SCC(=O)c3c(N)n(C4CC4)c(=O)[nH]c3=O)s2)cc1C,-5%,3%,-11%,9%,-22,-10%,-0.1,-11%
CC1=C(C(=O)Nc2ccccc2C)C(c2ccc(C)o2)n2c(s/c(=C/c3ccccc3)c2=O)=N1 (stereo not given),4%&0%,0%,4%,?,0,6%,-5.2,-7%
Cc1nn(C)cc1CNC(=O)c1cccc(Br)c1,-6%,-8%,-4%,4%,1,5%,-1.1,3%
O=C(O)CCOc1ccc2c(c1)OCCO2,-7%,2%,4%,-13%,-9,4%,-0.1,-4%
O=C(N/N=C/c1cn(-c2ccccc2)nc1-c1cccs1)c1ccncc1,6%,-5%,-10%,/,1,4%,0.1,-22%
CCC(c1nnnn1-c1ccc2c(c1)OCCO2)N1CCN(c2ncccc2C(F)(F)F)CC1 (stereo not given),1%&-9%,-4%&-8%,-20%&-9%,?,19&18,-5%&-13%,-0.9&-0.8,3%&0%
CC(=O)c1cccc(NC(=O)C2CCCN(S(=O)(=O)c3cccc4cccnc34)C2)c1 (stereo not given),-28%,0%,-6%,15%,-8,3%,-2.7,-13%
O=C(O)COc1nsnc1N1CCOCC1,-6%,4%,-1%,0%,0,3%,2.1,8%
CCOC(=O)N1CCN(C(=O)c2ccc(C)c(S(=O)(=O)Nc3cccc(C)c3C)c2)CC1,-7%,-7%,6%,27%,/,10%,-2.3,-12%
C/C(=N\NC(=O)NC1CCCCC1)c1ccc(Cl)s1,-4%,-24%,1%,-1%,4,4%,-3.7,10%
COc1ccc(CCN2C(=O)COc3ccccc3C2C(=O)Nc2c(C)cccc2C)cc1OC (stereo not given),2%,3%,-4%,-7%,-4,-3%,7.8,-5%
CCC(C)NC(=O)CSC1=Nc2ccccc2C2=NC(CC(=O)NCc3ccccc3)C(=O)N12 (stereo not given),-1%,-7%,4%,-6%,-1,2%,1.4,13%
C/C(=N/NC(=O)c1cn(-c2cccc(C)n2)cn1)c1ccc(C)cc1,-7%,-7%,-14%,-12%,2,-6%,-0.2,23%
CCCCCCn1c(=O)[nH]c2c(c1=O)CCC2,-10%,9%,11%,-2%,-1,13%,0.0,-5%
O=C(N/C=N/OCc1ccc(Cl)cc1Cl)NOCc1ncc(C(F)(F)F)cc1Cl,-9%,-3%,?,?,22,2%,-0.8,-2%
CCc1nc(OCc2ccccc2)c2sc3nc4c(cc3c2n1)COC(C)(C)C4,-9%,4%,5%,0%,/,14%,-1.9,-22%
O=C(NC12CC3CC(CC(C3)C1)C2)c1cnccn1,-18%,-8%,13%,17%,/,1%,2.8,40%
CN(C)C(=O)c1ccc(NC(=O)COC(=O)CCN=C2NS(=O)(=O)c3ccccc32)cc1,5%,1%,28%,-8%,2,3%,-0.5,3%
CCN(CC)S(=O)(=O)c1cccc(NC(=O)COc2ccc(F)cc2Br)c1,-9%,?,-16%,34%,0,10%,-5.2,1%
O=C(Nc1ccc(-n2cnnn2)cc1)C1CCCCC1,-6%,6%,-4%,5%,2,-3%,-0.3,8%
CCCCn1nnnc1SCC(=O)Nc1cccc(C)c1,1%,-5%,-3%,-10%,6,-7%,1.1,-12%
Cc1cccc(/C(N)=N/OC(=O)N2CCOCC2)c1,1%,-12%,7%,-18%,/,5%,-0.8,-31%[inhibitor]
COc1ccc(NS(=O)(=O)c2ccc(F)cc2F)cn1,-16%,2%,-3%,9%,4,9%,-3.9,11%
COc1ccc(-n2c(Cn3nnc4ccccc43)nnc2SCC(=O)O)cc1,3%,1%,14%,-4%,?,3%,-2.7,12%
C(=N\Nc1nc2ccccc2[nH]1)/C1CCCCC1,-3%,-5%,-18%,18%,-5,-9%,3.5,-14%
COCc1nnc(NC(=O)c2ccc(NC(C)=O)cc2)s1,?,7%,-12%,14%,1,0%,-1.3,13%
CC(C)C[C@H]1COc2cccc(N3CCN(Cc4ccccc4F)CC3)c2S(=O)(=O)N1,-3%,0%,-14%,-10%,-1,-4%,-0.8,0%
O=C(CN1C(=O)C2(OCCO2)c2ccccc21)c1ccc(Cl)cc1,0%,-3%,1%,12%,/,8%,-2.4,-10%
O=C(COC(=O)c1cc(Br)ccc1O)NC12CC3CC(CC(C3)C1)C2,2%,2%,-17%,-5%,1,-1%,-0.3,7%
COc1cccc(-c2csc(N3CCN(C(=O)Nc4ccccc4OC)CC3)n2)c1,-12%,0%,-1%,30%,/,23%,-0.4,1%
COc1ccc(C(=O)N2CCOC2CNC(=O)C(=O)NCc2ccccc2Cl)cc1 (stereo not given),-4%,-18%,7%,16%,-21,-3%,-1.2,1%
O=C(Nc1ccn(Cc2c(F)c(F)cc(F)c2F)n1)c1ccc(COc2cc(Cl)ccc2Cl)o1,0%,-4%,1%,26%,/,10%,-1.0,18%
O=C(Nc1cccn(Cc2c(Cl)cccc2Cl)c1=O)c1ccc(Cl)cc1,-4%,-2%,9%,20%,/,-4%,0.3,-13%
CCCCCCc1cc2cc(/C(N)=N/NC(=O)c3ccncc3)c(=O)oc2cc1O,56%[activator],/,-18%,-34%,2,?,24,-20%
COc1cc(C)c(NC(=O)C(=S)N2CCCC2)cc1C,-7%,-2%,3%,-1%,3,11%,-1.2,-1%
CCOc1ccc(OCCC(=O)OCC(=O)NC(C)c2ccccc2)cc1 (stereo not given),-2%,-2%,2%,2%,-11,-6%,-1.1,3%
CN(C)NC(=O)C12CCC(C)(C(=O)O1)C2(C)C (stereo not given),-13%,-5%,-13%,-43%,3,0%,-0.7,4%
O=C(COc1ccc2c3c(c(=O)oc2c1)CCC3)NC(Cc1ccc(Cl)cc1)C(=O)O (stereo not given),-14%,-2%,-14%,13%,7,-16%,0.8,-15%
COc1ccc(C(=O)N2CCN(CCNC(=O)C(=O)Nc3ccc(Br)cc3)CC2)cc1,1%,-9%,-17%,/,2,8%,1.0,5%
COc1ccc(NC(=O)CN(C)C(=O)Cc2coc3cc(C)c(C)cc23)cc1,3%,-3%,6%,23%,-6,4%,-0.3,17%
CC1CCCN(C(=O)COC(=O)COc2ccc(C#N)cc2)C1 (stereo not given),-13%,8%,-3%,-21%,-1,6%,-0.6,-9%
CCCCn1nnnc1C(c1cccc2ccccc12)N1CCN(C/C=C/c2ccccc2)CC1 (stereo not given),-3%,-3%,2%,27%,-17,-3%,-0.9,0%
O=C(CNC1CC1)Nc1cc(C(F)(F)F)ccc1Cl,-6%,1%,-2%,-25%,3,2%,-0.8,8%
COc1ccc(C(=O)OCC(=O)NC2CCCCCC2)cc1OC,-17%,6%,-24%,-14%,6,8%,0.2,6%
CCN1/C(=C\c2ccc3ccccc3[n+]2CC)Sc2cc(C)ccc21,18%,?,?,-26%,0,-3%,84*,-78%[inhibitor]
Cc1cccc(OCc2nnc(SCc3cc(=O)[nH]c4ccccc34)n2-c2ccccc2)c1,-4%,0%,0%,/,1,-4%,-0.7,0%
COc1ccccc1-c1ncn(Cc2cccc(-c3ccccc3)c2)c1CC(C)C,4%,-12%,-3%,?,-28,-8%,1.8,-5%
COc1cc(C(=O)N2CCC(C(N)=O)CC2)ccc1OCc1c(C)noc1C,-17%,-22%,-15%,-1%,0,7%,0.5,2%
O=C(NCCc1cccc(Cl)c1)c1ccc(Cl)c([N+](=O)[O-])c1,-24%,-8%,-10%,9%,0,-3%,0.3,1%

# Other compounds follow.
SMILES,PLK1 PBD inh,WRN inhibitor,EPAC1 antagonist,FUS yeast rescue,PI5P4K alpha inh,EPAC1 agonist,IL-2 act,Abeta yeast res
C=CCn1c(SCC(N)=O)nnc1-c1cccc(Br)c1,-5%,-27%[57.1 µM],-5%,-29%,1,14%,-2.1,26%
CC(C)OC(=O)c1ccc(COc2ccc3ccc(=O)oc3c2)o1,-12%,0%,-6%,13%,-10,-4%,-3.1,7%
Nc1ccccc1-c1ccc(Cl)cc1,-6%,-17%,-5%,22%,10,3%,-0.9,-7%
CC(=O)Nc1ccc(NC(=O)C2(C)Cc3c(-c4ccc(NC(C)=O)cc4)ccnc3O2)cc1 (stereo not given),5%,1%,-12%,8%,0,-9%,0.0,-6%
CCOC(=O)C1CCN(C(=O)c2ccccc2N(C)S(=O)(=O)c2ccccc2)CC1,0%,1%,?,-10%,5,5%,3.3,7%
O=C(NCc1ccccc1)C(c1ccc(F)cc1)N(Cc1cccs1)C(=O)c1cnccn1 (stereo not given),-14%,12%,-17%,23%,0,-16%,2.8,-5%
Cc1nnc(SCc2ccc3c(c2)OCO3)s1,-7%,9%,-1%,10%,-4,1%,0.1,10%
C=CCNC(=O)C(=O)NCC1CCCN1CC (stereo not given),6%,4%,5%,-46%,0,-7%,-0.2,-10%
O=C(c1ccc(-c2ccccc2)cc1)N1CCC(C(=O)N2CCCC2)CC1,-2%,-11%,1%,15%,/,5%,0.3,-38%[inhibitor]
O=C(c1ccccc1)c1ccc(OC(=O)N2CCOCC2)cc1,-10%,-4%,1%,?,/,-2%,-2.7,-11%
Cc1cccc(NC(=O)CN(c2ccc(C(C)C)cc2)S(=O)(=O)c2c(C)nn(C)c2C)n1,-2%,-3%,-14%,25%,2,-12%,-0.1,1%
COc1ccc(-c2ccc(SC)nn2)cc1,-1%,4%,6%,0%,?,0%,-2.1,-51%[inhibitor]
CCOC(=O)Nc1ccc(S(=O)(=O)N2CCC(C)CC2)cc1,-12%,-5%,-15%,14%,0,-1%,-1.8,8%
c1ccc(OCCN2CCN(C(c3ccccc3)c3ccccc3)CC2)cc1,-7%,-7%,-28%,-6%,19,15%,-0.9,?

# Structures listed so far containing a CF3 group, in the order listed:
SMILES,PLK1 PBD inh,WRN inhibitor,EPAC1 antagonist,FUS yeast rescue,PI5P4K alpha inh,EPAC1 agonist,IL-2 act,Abeta yeast res
CCC(c1nnnn1-c1ccc2c(c1)OCCO2)N1CCN(c2ncccc2C(F)(F)F)CC1 (stereo not given),1%&-9%,-4%&-8%,-20%&-9%,?,19&18,-5%&-13%,-0.9&-0.8,3%&0%
O=C(N/C=N/OCc1ccc(Cl)cc1Cl)NOCc1ncc(C(F)(F)F)cc1Cl,-9%,-3%,?,?,22,2%,-0.8,-2%
O=C(CNC1CC1)Nc1cc(C(F)(F)F)ccc1Cl,-6%,1%,-2%,-25%,3,2%,-0.8,8%
